ELG1 repair inh: blocks ELG1-dependent DNA repair in HEK293T cells; HEK293T ELG1-luciferase reporter, luminescence, 16 h; DNA damage induced by 5-fluorouridine; Potency, µM (doses to about 46.1 µM), for the others: at the highest dose activity change, negative = inhibition, usual class: inhibitors; actives 2.3% (n = 330,000); further: potency means the concentration at half of the fitted maximal effect; on the % scale 0 is the no-effect control and ±100 the full control effect; nearly all actives have a fitted effect of over 55% in size
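DMSO vehicle served as the neutral condition. Each well held 2,000 cells given 5-fluorouridine plus compound; after 16 hr at 37 °C/5% CO2, ONE-Glo was added and luciferase measured 30 min later.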
B2AR arrestin: beta2AR (human) beta-arrestin recruitment activity; P07550; beta-arrestin recruitment to beta2AR, cell-based reporter; Potency, µM (top dose mostly 46.1 µM), for the others: at the top dose activation, hits mostly activators; actives 0.02% (n = 330,000); AID 492947;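 further: potency means the concentration at half of the fitted maximal effect; 0% = DMSO controls and full agonism = EC100 isoproterenol or metaproterenol; nearly all actives have a fitted effect of over 65% in size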
CXXC DNA block: inhibitors of human MLL CXXC domain-DNA interaction; Q03164; MLL-CXXC / FITC-HOXA9 DNA fluorescence polarization; Potency, µM (highest dose often 115 µM), for the others: at the highest dose activity change, negative = inhibition, hits mostly inhibitors; actives 0.037% (n = 290,000); AID 2662; active means well fitted inhibition curve with a large enough effect in the polarisation, with a control signal flat, not every such curve was filed as active; inconclusive means small, poorly fitted or top-dose-only effect, or effect the other way, or a change in a side signal; inactive means no such curve, though single readings can be large or run the other way; the % refers to the polarisation; further: potency means the concentration at half of the fitted maximal effect
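Steps: dispense CXXC domain solution (7 uM) → pin compounds or unlabeled HOX-A9 DNA control → 5 min ambient → add FLSN-HOX-A9 solution (50 nM) → spin → 30 min ambient → fluorescence polarization. Tris pH 7.5/NaCl/DTT/BSA buffer.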
TSG101-PTAP inh: blocks PTAP/TSG101 interaction to inhibit HIV-1 budding | 340,000 tested, under 10 active | Potency, µM (doses to about 115 µM), for the others: at the top dose activity change, negative = inhibition, actives largely listed as inhibitors | AID 493005 | Fluorescence polarization, FITC-PTAP peptide / Tsg101 binding | Q99816; active means well fitted inhibition curve with a large enough effect in the main read-out, with a control signal flat, not every such curve was filed as active; inconclusive means small, poorly fitted or top-dose-only effect, or effect the other way, or a change in a side signal; inactive means no such curve, though single readings can be large or run the other way; further: potency means the concentration at half of the fitted maximal effect; % of control where 0% means no effect
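Fluorescence polarization binding of Tsg101 binding domain (10 uM final) to FITC-labeled PTAP peptide (50 nM final) in HEPES pH 7.5 buffer with NaCl, Tween 20, EDTA, TCEP. Compounds added before peptide; binding 20 min at RT.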
AT treatment: potential ataxia-telangiectasia treatment. […] A-T fibroblasts, KAP-1 phosphorylation AlphaLISA; neocarzinostatin DNA damage 30 min before lysis. Potency, µM (series often up to 57.5 µM), without a hit: at the top dose activation, usual class: activators. actives 0.19% (n = 320,000); further: potency means the concentration at half of the fitted maximal effect; % of control where 0% means no effect; nearly all actives have a fitted effect of over 45% in size
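hTERT-immortalized A-T patient fibroblasts ([…]), 500 cells/well in OPTI-MEM, 1% FBS, got compounds for 60 min, then NCS for 30 min at 37C. Lysates were then assayed for phospho-KAP-1 by AlphaLISA (anti-pKAP1 donor, anti-KAP1 acceptor beads), 6 hr at 25C.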
p53 reactivator: restores transcriptional activity of mutant p53. AID 504706. H1299 p53-A138V BP100-luciferase reporter, luminescence, 24 h. actives 0.063% (n = 320,000). Potency, µM (highest dose often 92.2 µM), for inactives: at the top dose activity change, positive = activation, most hits filed as activators; further: potency means the concentration at half of the fitted maximal effect; % of control where 0% means no effect; nearly all actives have a fitted effect of over 45% in size
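p53-null H1299 cells stably carrying temperature-sensitive p53-A138V and a BP100-luciferase reporter were pinned with compounds (4-point, 1:5 series) and held 24 hrs at 37 deg C. Luminescence was read 10 min after detection reagent.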
Integrin act MD: integrin-mediated muscular dystrophy alleviation activation; Potency, µM (highest dose often 38.3 µM), inactives show top-dose activation, most hits filed as activators; AID 624291; actives 0.064% (n = 350,000); alpha7betagal myoblasts, beta-gal FDG fluorescence, 48 h;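 further: potency means the concentration at half of the fitted maximal effect; 100% = response of the positive control SU9516; nearly all actives have a fitted effect of over 60% in size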
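Alpha7betagal+/- myoblasts (passage 13) were plated 16-24 hr, then exposed to compounds (1:260 dilution of DMSO stock) for 48 hours at 37C. After MPER lysis, β-galactosidase reporter activity was read as FDG fluorescence (ex 480/em 540) after 30 minutes.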
TCR activator: T cell receptor activation; primary human leukocytes, anti-CD3, IL-2 HTRF, 48 h; Potency, µM (top dose mostly 9.22 µM), for inactives: at the top dose activation of IL-2 secretion, usual class: activators; 330,000 tested, under 10 active; further: % of control where 0% means no effect
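Primary human leukocytes were stimulated with a-CD3 beads plus compounds for 48 hr without co-stimulation; secreted IL-2 was quantified by HTRF using a-IL-2-K (europium cryptate) and a-IL-2-d2, excited at 320nm with acceptor emission read at 665nm.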
TRPV1 agonist: human TRPV1 agonism. Q8NER1. AID 540275. activation, % at 8.33 µM. TRPV1-expressing cells, Fluo-8 calcium influx, agonist mode. actives 0.19% (n = 320,000); in the data active means activation above about 80%; inconclusive means between about 30% and that limit; further: 0% is about no effect
Target sequence (Q8NER1 whole entry, looked up): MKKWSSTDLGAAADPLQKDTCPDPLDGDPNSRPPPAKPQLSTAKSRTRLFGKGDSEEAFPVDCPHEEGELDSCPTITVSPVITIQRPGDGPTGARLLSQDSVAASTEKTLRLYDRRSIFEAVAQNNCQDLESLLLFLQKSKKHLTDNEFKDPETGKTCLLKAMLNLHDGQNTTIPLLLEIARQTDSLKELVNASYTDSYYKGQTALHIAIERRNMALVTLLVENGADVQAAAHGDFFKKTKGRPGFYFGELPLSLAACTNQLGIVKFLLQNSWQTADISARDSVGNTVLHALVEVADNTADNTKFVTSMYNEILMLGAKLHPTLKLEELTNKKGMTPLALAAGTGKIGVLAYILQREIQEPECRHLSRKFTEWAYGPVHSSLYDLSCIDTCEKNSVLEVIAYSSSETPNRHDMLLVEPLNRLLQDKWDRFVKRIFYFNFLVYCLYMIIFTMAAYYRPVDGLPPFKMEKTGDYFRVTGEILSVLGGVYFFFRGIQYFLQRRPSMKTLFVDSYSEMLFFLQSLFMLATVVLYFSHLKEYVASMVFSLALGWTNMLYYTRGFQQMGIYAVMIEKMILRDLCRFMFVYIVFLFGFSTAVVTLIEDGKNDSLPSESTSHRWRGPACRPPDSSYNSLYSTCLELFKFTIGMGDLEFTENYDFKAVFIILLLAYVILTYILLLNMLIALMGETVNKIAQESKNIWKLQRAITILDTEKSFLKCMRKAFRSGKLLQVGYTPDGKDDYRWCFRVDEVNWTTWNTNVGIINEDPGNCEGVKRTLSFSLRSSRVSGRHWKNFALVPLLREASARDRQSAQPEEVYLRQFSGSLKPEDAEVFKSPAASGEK
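Fluo-8 calcium influx in TRPV1-expressing cells, kinetic read (ex 480/em 520 nm). Compound added and read 3 min for agonist activity, followed by capsaicin at EC20 final and 2 min further read for enhancement.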
BRCA1 expr act: increases BRCA1 expression; MCF7-BRCA1-FFLuc reporter, luminescence, 48 h; response scale: scaled: vehicle 0%, 10 µM genistein 100%; Potency, µM (top dose mostly 46.1 µM), for inactives: at the highest dose activation, most hits filed as activators; actives 1.1% (n = 380,000); AID 624202; further: potency means the concentration at half of the fitted maximal effect; nearly all actives have a fitted effect of over 80% in size; some results filed as inactive show a strong effect at the top dose
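Cells: MCF7-BRCA1-FFLuc, 2000/well. Exposure: 48 h, 37 °C, 5% CO2. Read: luminescence, 15 min post-substrate. Controls: genistein 10 microM (maximal activation), DMSO (neutral).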
Active calls of the source: *; ? = inconclusive; . = not tested or not shown; & = joins results of further samples; [ ] = another dose, or the depositor's remark. Unless noted, the call rests on the fitted dose curve; in most records, active means well fitted curve in the direction sought with a large enough effect; inconclusive means small, poorly fitted or top-dose-only effect, or another doubt; inactive means no such curve, though single readings can be large; an effect the other way counts as inactive or inconclusive. Outcome played no part in choosing rows (roughly 3.8% active in at least one column).

SMILES	ELG1 repair inh	B2AR arrestin	CXXC DNA block	TSG101-PTAP inh	AT treatment	p53 reactivator	Integrin act MD	TCR activator	TRPV1 agonist	BRCA1 expr act
O=C(c1ccco1)N1CCN(S(=O)(=O)c2ccc(Oc3ccccc3)cc2)CC1	?	0.0%	2%	-8%	-4%	-2%	-22%[7.66 µM]	.	-2	-47%
CC(=O)c1cc(C#N)c(SCC(=O)Nc2nccs2)nc1C	?	-0.4%	-4%	-1%	-2%	5%	27%	2%	-4	2µM*
Cc1cc(Cl)ccc1OCCCC(=O)NO	?	-0.3%	-2%	-4%	6%	4%	-11%	-1%	?	0%&32%
Cc1cccc(NC(=O)CCCN=C2NS(=O)(=O)c3ccccc32)c1C	?	0.1%	.	-9%	5%	.	15%	1%	5	0%
CO/N=C(\CCC(=O)O)c1cccs1	-3%	0.0%	4%	-4%	-3%	5%	10%	-8%	0	6%
Cc1ccc(C)c(S(=O)(=O)N2CCN(CC(=O)Nc3ccc4c(c3)OCCO4)CC2)c1	?	0.1%	-5%	-2%	0%	-6%	-5%	2%	0	4%[1.84 µM]
COc1ccc(NC(=O)/C(C#N)=C/c2ccc(-c3ccccc3C(=O)O)o2)cc1	4%	-0.3%	-28%	1%	4%	.	-23%	3%	2	-19%
NC(=O)c1ccc(NC(=O)c2ccc(COc3ccccc3Br)cc2)cc1	?	-0.3%	.	-1%	-2%	5%	6%	-3%	0	40%
CN1CCN(S(=O)(=O)c2ccc(NC(=O)c3ccc(F)cc3)cc2)CC1	-6%	-0.1%	2%	-3%	-3%	-2%	-21%	0%	3	-12%
O=C(NC(Cc1ccccc1)C(=O)O)/C(=C/c1ccccc1)NC(=O)c1ccco1 (stereo not given)	-7%	-0.5%	8%	1%	6%	5%	-8%	-21%	-9	-3%
COc1ccc(C)cc1NC(=O)CN(C)S(=O)(=O)c1cccs1	0%	-0.1%	7%	0%	11%	-6%	-2%	3%	-2	-11%
CCOC(=O)N1CCN(c2nc(C)cc(C(F)(F)F)n2)CC1	-1%	-1.7%	-1%	-7%	2%	-6%	-6%	1%	?	-34%
Cc1ccc(NC(=O)Nc2nnc(Cc3ccc([N+](=O)[O-])cc3)s2)cc1	?	-0.6%	-5%	-3%	2%	?	10%	3%[46.1 µM]	2	78%
CC1=NN(c2ccc(C)cc2C)C(=O)C1C(c1cccc(O)c1)C1C(=O)N(c2ccc(C)cc2C)N=C1C (stereo not given)	0%	4.9%	-6%	0%	1%	4%	10%	-3%[46.1 µM]	3	-6%
CCOc1ccccc1Nc1ccnc2cc(Cl)ccc12	-10%	-0.5%	-5%	-13%	4%	-1%	-22%	-4%	8	-41%
C=CCNc1nc(N)c(C(=C(C#N)C#N)c2ccccc2)s1	?	-0.1%	13%	3%	2%	-17%	-29%	-3%	-1	-36%
CCOc1cc(C(=O)Nc2ccc(S(=O)(=O)N3CCCCC3)cc2)ccc1OCC(=O)N1CCOCC1	-25%	-0.2%	.	-9%	0%	-1%	-15%	4%	-2	-40%
CC(C)(C)OC(=O)COc1ccc(/C=N/NC(=O)CN2CCCCC2)cc1	?	-0.5%	7%	1%	3%	10%	10%	3%	0	?
CCOc1ccc(CCNC(=O)COC(=O)CCc2cc(OC)c(OC)c(OC)c2)cc1OCC	5%	-0.9%	.	0%	0%	-1%	-10%	1%	1	-20%
COc1ccc(OC)c(NC(=O)COC(=O)Cc2ccc(Br)cc2)c1	0%	0.1%	11%	1%	4%	-1%	35%	-4%	2	32%
CC(=O)c1c(C)[nH]c(C(=O)NCc2ccccc2)c1C	28%	-0.1%	15%	-1%	-5%	3%	11%	4%	-1	8%
C=CCn1c2ccccc2c2nnc(SCCN3CCOCC3)nc21	-21%	-0.2%	-6%	-2%	-2%	-13%	-5%	-9%	2	-11%
O=C(O)c1ccc(-c2nc3ccccc3s2)o1	?	3.8%	-5%	-4%	4.5µM*	-9%	-9%	0%	1	-59%
COc1cccc(/C=N/N2CCN(Cc3ccccc3)CC2)c1O	23%	-0.2%	6%	-6%	-4%	4%	30%	.	-3	74%
C=CCSc1nc2ccccc2c(=O)n1C1CCOC(C)(C)C1 (stereo not given)	-7%	-0.3%	-5%	2%	-8%	-2%	-5%	-7%	9	-12%
O=C(Nc1ccc(S(=O)(=O)Nc2cnc3ccccc3n2)cc1)c1ccc(Cl)c([N+](=O)[O-])c1	-16%	0.3%	?	-3%	-1%	-3%	?	0%	-3	-14%
Cc1ccc(C(=O)N/C(=C\c2cn(C)c3ccccc23)C(=O)NCCN2CCOCC2)cc1	13%	-0.2%	-2%	-5%	4%	7%	0%	5%	6	-23%
Cc1ccccc1-c1ccccc1CN1[C@@H](C(C)C)COCCS1(=O)=O	-4%	-0.7%	.	-2%	15%	-1%	6%	-5%[46.1 µM]	.	2%
CCn1c(SCC(=O)Nc2ccccc2F)nnc1-c1ccoc1C	0%	-0.1%	17%	-11%	3%	4%	1%	2%	2	-19%
C=CCNCCCCOc1cccc(Br)c1	14%	-0.2%	2%	1%	9%	-4%	13%	-4%	-8	-4%
O=C(c1ccc2[nH]c(=O)c(=O)[nH]c2c1)N1CCN(c2ccccc2)CC1	12%	0.3%	19%	-6%	-4%	6%	-11%	-8%	-2	41%
Cc1cc(S(=O)(=O)N2CCN(c3ncccn3)CC2)ccc1-n1cnnn1	-19%	-0.5%	-7%	-3%	0%	-3%	11%	-7%[46.1 µM]	?	-33%
CCCCCCNC(=O)CCNC(=O)c1cc(OC)c(OC)c(OC)c1	-9%	-0.3%	-2%	-6%	-3%	-9%	-4%	-4%	-5	-20%
COc1ccc(-c2cc3ccccc3s2)cc1[C@H]1[C@H]2C=CC[C@@H](C)[C@@H]2C(=O)N1Cc1ccccc1	?	-0.5%	7%	-6%	-16%	?	-4%	7%	23	5%
Cc1ccc(NCc2ccncc2)c(Br)c1	?	0.2%	?	2%	4%	2%	-12%	2%	8	10%
Cc1cc(C)n(-c2nc(N(c3ccccc3)c3ccccc3)nc(-n3nc(C)cc3C)n2)n1	26µM*	-0.7%	0%	-4%	6%	-7%	-20%[7.66 µM]	7%[46.1 µM]	?	-106%[inhibitor]
CCC1CCCCN1C(=O)c1cc2c(=O)n3cccc(C)c3nc2s1 (stereo not given)	12%	-0.7%	-3%	0%	31%	10%	-9%	-9%	5	34%
CC(=O)Nc1ccc(S(=O)(=O)N(C)CC(=O)NNC(=O)Cc2nc3ccccc3n2C)cc1	-6%	-0.7%	.	0%	-2%	16%	13%	2%[46.1 µM]	.	-4%
COc1ccc(NC(=O)COC(=O)CCCC2=NS(=O)(=O)c3ccccc3N2)cc1	2%	-1.0%	-1%	-4%	14%	-2%	2%	-2%	0	-9%
COc1ccc(S(=O)(=O)N2CCCC(C(=O)NCc3ccc4c(c3)OCO4)C2)cc1 (stereo not given)	-13%	0.3%	15%	-9%	11%	-3%	2%	-1%	5	6%
COc1cccc(CN(CC2CCCO2)C(=O)c2cc3ccccc3oc2=O)c1 (stereo not given)	?	-1.1%	-2%	-1%	9%	5%	33%	-5%	1	59%
CCn1c(CSCc2ccc(F)cc2)nnc1SCC(=O)N1CCN(c2ccccc2)CC1	13µM*	-0.4%	3%	-7%	-5%	3%	-21%	1%	2	-37%
COc1ccc(C2C(C#N)C(C#N)N3CCCN23)cc1 (stereo not given)	8%	-3.8%	2%	-9%	0%	-1%	-12%	2%	-1	-47%
Cc1cccc(C(=O)NCC(=O)NCC(c2ccco2)N2CCCCC2)c1 (stereo not given)	8%	-0.8%	.	-5%	3%	0%	12%	1%	0	-5%
COc1ccc(-c2cn3cccnc3n2)cc1NC(=O)c1ccc(Br)o1	?	-0.3%	9%	-4%	-5%	-10%	6%	4%	0	4%
O=C(CN1CCN(c2ccccc2O)CC1)NC(=O)NCc1ccco1	-3%	-0.7%	9%	-2%	5%	9%	9%	2%[46.1 µM]	-4	7%
CCOc1cc(-c2c(C#N)c(=O)[nH]c3c2c(C)nn3-c2ccc(F)cc2)ccc1O	0%	-1.0%	8%	-5%	19%	1%	4%	-2%	-1	-42%
COc1ccccc1N1CCN(C2CCCN(C(=O)c3cscn3)C2)CC1 (stereo not given)	-3%	0.1%	9%	-6%	-1%	7%	0%	9%	1	-7%
CCn1c(=O)c(C(=O)CN2c3ccccc3CC2C)c(N)n(Cc2ccccc2)c1=O (stereo not given)	?	-0.7%	15%	0%	0%	?	-17%	5%[46.1 µM]	-2	-16%
CN(C)S(=O)(=O)Oc1ccc(C(=O)Nc2cccc(C(F)(F)F)c2)cc1	21µM*	0.0%	3%	-3%	-5%	5%	-60%[inhibitor]	1%	?	15%

Screens deposited in PubChem by National Center for Advancing Translational Sciences (NCATS).
